Keap1-Nrf2 PPI = Keap1-Nrf2 (human) interaction inhibition; Keap1 Kelch-Nrf2 peptide fluorescence polarization, 1536-well; Q14145; inhibition, % at 9.4 µM; hit rate 0.15% among 340,000; in the data active means inhibition above about 12%;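 further: human Keap1 Kelch domain with fluorescein labeled Nrf2 9mer peptide probe; 0% = neutral control wells and 100% = peptide positive control; higher means more block of Keap1 binding to Nrf2 peptide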
RTF Ca sens inh = cardiac RTF calcium desensitization; P19429+P45379; IANBD-labeled cardiac RTF, Ca2+ fluorescence; inhibition, % at 7.15 µM; hit rate 0.12% among 340,000; AID 493244;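 active means inhibition above the mean inhibition of all tested compounds plus 3 SD, cut at about 17% in these data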;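 further: assay run at fixed EC70 calcium of 1.6 mM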
Pemphigus Ab inh = human desmoglein-3 autoantibody binding inhibition. DSG3-coupled beads, scFv-anti-DSG3-GFP binding, flow cytometry; hits give low values. binding (percent of control), % at 10 µM. AID 588358. P32926. hit rate 0.48% among 310,000;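 active means binding more than 3 SD below its plate's average and above zero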;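 further: hits lower antibody fragment binding to DSG3; some compounds called inactive have numbers as strong as hits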
Arr AP2 block = blocks beta-arrestin peptide binding to AP2 adaptin | FITC-arrestin peptide / GST-AP2 beads, flow cytometry; AP2 beta2 appendage carries R879A mutation | inhibition, % at 10 µM | hit rate 0.31% among 340,000;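 active means inhibition above a set limit, near 3 SD of compounds lacking own fluorescence, cut at about 54% in these data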;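 further: plate controls were DMSO wells for no effect and 5 µM unlabelled arrestin peptide for full effect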
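System: GST-tagged AP2 beta2-adaptin appendage (R879A) on 4 µm glutathione beads / Reagent: FITC-arrestin peptide, 50 nM / Detection: HyperCyt-sampled flow cytometry, FL1 channel, ex 488/em 535 nm / Timing: 12 min plus 1 h, RT / Buffer or medium: PBS plus Tween 20 (0.05%) and BSA (0.1%)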
C-LANA FP = blocks KSHV LANA C-terminal domain binding to DNA | MBP-C-LANA/FAM-LBS DNA binding, fluorescence polarization | inhibition, % at 9 µM | hit rate 0.078% among 340,000 | AID 504423;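 active means highest replicate inhibition at or above 60% at 9 µM, even if other replicates fall short; inactive means all replicates below 60% inhibition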;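 further: 0% = neutral control wells and 100% = 4 µM acridine orange control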
CAL PDZ FP-1 = blocks peptide binding to the human CAL PDZ domain; purified CAL PDZ, TMR-peptide fluorescence polarization, 1 h; AID 602252; inhibition, % at 24.9 µM; hit rate 0.92% among 300,000;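 active means mean inhibition of at least 30% with at least half of replicates also reaching 30%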;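 further: 0% = DMSO neutral control and 100% = excess unlabeled competitor peptide PRC23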
NSD2 inh = blocks human histone methyltransferase NSD2 | O96028 | hit rate 0.54% among 310,000 | inhibition, % at 12.5 µM | AID 743445 | NSD2 peptide methylation, AlphaScreen, 120 min; in the data active means inhibition above about 50%
Target sequence (O96028 whole entry, looked up): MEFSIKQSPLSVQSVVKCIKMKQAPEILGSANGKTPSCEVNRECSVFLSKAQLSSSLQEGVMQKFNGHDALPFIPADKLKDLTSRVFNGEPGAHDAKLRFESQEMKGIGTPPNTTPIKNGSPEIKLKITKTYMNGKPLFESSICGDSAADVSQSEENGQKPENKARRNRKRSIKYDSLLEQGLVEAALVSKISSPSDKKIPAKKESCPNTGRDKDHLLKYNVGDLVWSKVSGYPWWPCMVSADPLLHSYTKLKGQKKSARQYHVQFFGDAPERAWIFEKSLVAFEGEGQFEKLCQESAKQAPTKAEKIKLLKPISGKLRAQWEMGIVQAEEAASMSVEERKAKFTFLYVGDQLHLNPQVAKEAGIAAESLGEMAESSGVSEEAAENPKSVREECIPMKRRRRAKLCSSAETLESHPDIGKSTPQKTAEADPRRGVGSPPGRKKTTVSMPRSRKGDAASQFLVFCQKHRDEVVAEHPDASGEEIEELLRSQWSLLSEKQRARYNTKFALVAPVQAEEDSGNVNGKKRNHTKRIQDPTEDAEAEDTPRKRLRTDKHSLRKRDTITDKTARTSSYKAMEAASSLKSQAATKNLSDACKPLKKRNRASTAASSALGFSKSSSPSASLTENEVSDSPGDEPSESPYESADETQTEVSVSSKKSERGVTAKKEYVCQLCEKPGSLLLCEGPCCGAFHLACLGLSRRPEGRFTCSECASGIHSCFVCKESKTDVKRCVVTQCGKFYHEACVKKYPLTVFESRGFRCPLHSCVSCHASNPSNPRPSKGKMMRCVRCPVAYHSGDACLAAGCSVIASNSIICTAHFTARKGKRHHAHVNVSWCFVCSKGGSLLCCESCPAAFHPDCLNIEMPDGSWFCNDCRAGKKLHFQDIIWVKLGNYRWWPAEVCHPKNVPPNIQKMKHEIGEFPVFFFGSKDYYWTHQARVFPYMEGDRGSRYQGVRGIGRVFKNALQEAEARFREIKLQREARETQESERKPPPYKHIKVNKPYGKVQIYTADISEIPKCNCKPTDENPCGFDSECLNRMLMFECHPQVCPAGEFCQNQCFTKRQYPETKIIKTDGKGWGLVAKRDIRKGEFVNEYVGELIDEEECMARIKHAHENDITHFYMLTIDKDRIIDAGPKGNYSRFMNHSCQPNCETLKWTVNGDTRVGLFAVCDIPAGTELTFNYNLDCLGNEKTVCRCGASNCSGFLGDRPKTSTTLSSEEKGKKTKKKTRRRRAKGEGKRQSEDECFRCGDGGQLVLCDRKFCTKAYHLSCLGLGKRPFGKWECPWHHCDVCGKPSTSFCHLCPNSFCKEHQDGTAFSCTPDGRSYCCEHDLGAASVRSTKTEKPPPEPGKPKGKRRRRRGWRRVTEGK
CAL PDZ FP-2 = inhibitors of human CAL PDZ peptide binding; purified CAL PDZ, TMR-peptide fluorescence polarization, 1 h; inhibition, % at 20 µM; hit rate 0.02% among 330,000; AID 504414;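 active means highest replicate inhibition of at least 40%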;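 further: plate controls were DMSO neutral control wells for no effect and unlabeled competitor peptide control wells for full effect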
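Control set: unlabelled peptide and DMSO controls / Material: purified CerCALP PDZ construct / Timing: 1 h incubation at room temperature before polarization reading / Doses: 20 µM, one dose / Detection: fluorescence polarization (mP)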
DAGLB inhibitor = blocks human DAGLB lipase activity. AID 504411. inhibition, % at 5.17 µM. Q8NCG7. HEK293T DAGLB membrane lysate, EnzChek fluorogenic substrate. hit rate 0.059% among 340,000; in the data active means inhibition above about 34%;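 further: 0% = enzyme with vehicle and 100% = wells lacking enzyme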
V-ATPase pH = yeast V-ATPase proton transport regulation by pHLuorin; S. cerevisiae, pHLuorin cytosolic pH fluorescence; response, % at 10 µM; hit rate 0.37% among 350,000; in the data active means response mostly above about 7.3%, no sharp cut-off; inactive means mostly below about 5.4%; further: actives read high; inactives centre near 0; some compounds called inactive have numbers as strong as hits
Starred values were filed as active, the others as inactive; / = not tested or not shown.

No. | compound | Keap1-Nrf2 PPI | RTF Ca sens inh | Pemphigus Ab inh | Arr AP2 block | C-LANA FP | CAL PDZ FP-1 | NSD2 inh | CAL PDZ FP-2 | DAGLB inhibitor | V-ATPase pH
1 | Cc1ccc(NS(=O)(=O)c2cccc(C(=O)N3CCCCC3)c2)cc1 | -2.6 | -15.4 | / | 16.1 | -1.0 | -7.3 | 2.2 | -1.0 | 0.6 | -1.9
2 | COc1cccc(NC(=S)NCCc2ccccn2)c1 | 0.8 | 10.0 | 82.2 | 23.1 | 0.9 | 1.2 | -0.5 | -1.4 | -3.0 | 2.7
3 | Cc1ccc2c(CN(C)Cc3ccc(OC(F)F)cc3)cc(=O)oc2c1C | -1.0 | 1.1 | 117.3 | -3.4 | 0.3 | -5.4 | -1.6 | -2.9 | -17.0 | -3.7
4 | NC(=O)c1ccc(Nc2ccc3nonc3c2[N+](=O)[O-])cc1 | -4.0 | -3.7 | 111.0 | -15.6 | 0.6 | -4.3 | 2.7 | 33.1 | -0.9 | -2.9
5 | COC(=O)CN1C(=O)C2(C(C#N)=C(N)Oc3ccccc32)C2=C1CC(C)(C)CC2=O (centres undefined) | -4.2 | -14.7 | 98.7 | -4.4 | 0.7 | / | -1.5 | -1.5 | -2.6 | 0.0
6 | O=C(CCSc1ccccc1)N1CCCC1 | -9.6 | -6.4 | 108.6 | 3.8 | 0.3 | -4.7 | -0.6 | -1.7 | -1.5 | 1.6
7 | COc1ccc(NC(=O)CSc2n[nH]c(-c3ccccc3)n2)cc1S(N)(=O)=O | 1.3 | -1.6 | 98.4 | -1.3 | -1.1 | / | -1.5 | -2.4 | 0.5 | -0.2
8 | CC1CN(C(=O)c2ccc(Cl)c(S(=O)(=O)NCc3ccco3)c2)CC(C)O1 (centres undefined) | 0.0 | 9.9 | 109.5 | -10.1 | 2.7 | -3.5 | 3.2 | -0.8 | -4.1 | -5.5
9 | O=C(CSc1nc2ccccc2o1)N/N=C/c1ccc(C(=O)O)cc1 | 0.0 | -7.0 | 90.8 | 1.3 | -2.5 | -6.8 | -1.9 | -0.7 | 1.3 | 1.6
10 | COc1ccccc1NC(=O)Nc1ccccc1N1CCOCC1 | 4.0 | 0.3 | 113.5 | -3.7 | 0.1 | 6.0 | -0.2 | -1.1 | -2.4 | -1.5
11 | Cc1ccc(OCC(=O)Oc2cccc(C)c2)cc1 | / | / | 107.2 | 21.4 | / | / | 24.0 | / | / | -5.7
12 | CSc1cc(-c2ccccc2)n(C)c(=O)c1C#N | 3.7 | -10.7 | 99.3 | -2.5 | 1.0 | -2.6 | 1.0 | -3.5 | -7.0 | 1.8
13 | O=C(CSCc1c(Cl)cccc1Cl)NN1C(=O)c2ccccc2C1=O | -3.3 | -6.1 | 102.9 | 4.8 | -2.1 | -2.3 | 3.3 | / | -1.0 | 0.1
14 | CC(C)NC(=O)CN(C(=O)CCC(=O)Nc1nccs1)c1ccc(C(C)C)cc1 | 1.5 | -1.0 | 118.1 | 5.5 | -0.5 | -0.1 | -0.9 | -1.1 | 1.0 | -0.2
15 | Cc1cccc(Cc2nnc(CCC(=O)NCc3cn4ccccc4n3)o2)c1 | 4.2 | -6.4 | 102.4 | -17.6 | -0.8 | / | 35.6 | 0.8 | -0.3 | -0.9
16 | COc1cc(NC(=O)c2ccccc2)c(OC)cc1NC(=O)CN1C(=O)NC2(CCCCC2C)C1=O (centres undefined) | -1.0 | -11.7 | 100.0 | -12.9 | 0.3 | -5.4 | -2.0 | 0.7 | 1.4 | 1.7
17 | COc1ccc(OCC(=O)OCC(=O)c2ccc(OC)c(F)c2)cc1 | 3.6 | -5.9 | / | 4.4 | 0.4 | -3.5 | 2.2 | 0.9 | -7.4 | -0.6
18 | CCOC(=O)CSc1nc(=O)n2ccccc2n1 | -4.3 | -1.9 | 104.9 | 21.0 | 1.9 | 1.5 | -1.4 | 0.2 | -7.4 | 2.1
19 | Cc1cc(C)n(-c2ccc(C(=O)Nc3ccc(N4CCOCC4)cc3)cc2)n1 | -4.1 | -0.8 | 99.1 | -2.2 | 2.0 | -0.5 | -1.7 | -0.1 | 0.6 | -3.3
20 | Cc1cc[n+](CC(=O)c2ccccc2)c2ccccc12 | -1.7 | -2.9 | 103.4 | -0.2 | 2.0 | 1.9 | -0.2 | -0.2 | 5.1 | -1.4
21 | CC(=O)Oc1c(C(=O)c2nnc(C)o2)c(=O)n(C)c2ccccc12 | -2.5 | -10.8 | 102.0 | 2.1 | 0.4 | -5.5 | 9.3 | -1.2 | -0.3 | 3.3
22 | O=C(NC(CC(=O)N1CCCC(C(F)(F)F)C1)c1ccccc1)c1ccccc1Cl (centres undefined) | -4.3 | 0.5 | 101.5 | -8.3 | -1.9 | / | -1.4 | -2.7 | -0.1 | -1.0
23 | C[C@H]1CN=C(Nc2ccccc2)N1CCC1CCCC1 | -6.3 | 4.1 | 102.9 | 2.3 | -0.6 | 0.2 | / | 0.3 | -2.4 | -1.6
24 | Cc1ccc(NC(=O)CCNC(=O)c2ccc(Br)cc2)cc1S(=O)(=O)N1CCCCCC1 | -1.0 | 1.7 | 108.7 | -15.3 | 1.0 | -1.0 | 0.9 | -1.3 | -4.0 | 0.5
25 | O=C(c1ccco1)N1CCN=C1SCc1cccc(F)c1 | -1.6 | -0.8 | 105.4 | -8.1 | -0.8 | 0.0 | / | -0.5 | -0.4 | -0.8
26 | O=C(Nc1ccc(F)cc1F)c1c(C(F)(F)F)ccnc1Oc1ccc(Cl)cc1 | -0.1 | -2.1 | 95.0 | 0.4 | 0.4 | -3.8 | -1.8 | 1.4 | -15.3 | 2.0
27 | Cc1c(C(=O)OC(C)C)[nH]c2c1C(=O)CC(C)(C)C2 | -4.1 | -4.7 | 103.5 | 15.5 | -1.4 | 23.2 | 1.9 | -1.6 | -3.0 | /
28 | O=C(CNS(=O)(=O)c1c(Cl)cccc1Cl)OCC(=O)c1ccc[nH]1 | -2.1 | -4.3 | 93.9 | 36.8 | -1.0 | -0.2 | / | -2.0 | 2.7 | 0.0
29 | Cc1nnsc1C(=O)N/N=C/c1ccccc1Cl | -1.2 | -2.8 | 104.6 | 7.9 | 1.4 | 2.1 | 12.8 | -0.2 | 0.7 | -3.2
30 | O=C(OC(C(=O)NCc1ccccc1)c1ccccc1)c1ccco1 (centres undefined) | -1.3 | 5.5 | 93.0 | 12.7 | -0.3 | -6.4 | -2.9 | -1.3 | -1.0 | 1.9
31 | Cc1cc(NC(=O)Nc2ccc(OCc3ccccc3)cc2)n(C)n1 | 0.0 | -8.3 | 108.9 | -2.8 | -1.4 | -0.6 | 2.5 | 1.2 | 0.0 | -0.2
32 | CCOP(=O)(OCC)C1NC(=O)N(c2ccccc2)C1=O (centres undefined) | 3.6 | 0.3 | 92.2 | 4.2 | 1.7 | 4.9 | -3.7 | 0.7 | 0.0 | /
33 | COc1cccc2c1Oc1cc([N+](=O)[O-])cc(N(C)C(C)=O)c1C=C2 | 2.8 | -7.4 | 102.9 | 28.5 | 0.0 | -0.3 | 11.3 | -0.6 | -3.0 | 1.1
34 | C=CCNC(=S)N/N=C(\C)c1ccc(-n2ccnc2)cc1 | 1.3 | 0.1 | 100.2 | 18.8 | -1.8 | -2.8 | -0.6 | -2.8 | 1.0 | 3.6
35 | CCCN1CCC(=O)N(CCSc2ccccc2)CC1 | -0.9 | -5.6 | 100.2 | 13.0 | -0.8 | 1.6 | / | -1.7 | 2.0 | -3.3
36 | O=C(Nc1ccc2c(c1)OCO2)C(c1ccccc1)N1CCC2(CC1)OCCO2 (centres undefined) | 1.5 | -16.6 | 98.4 | 2.1 | -0.4 | -4.2 | -5.8 | 0.0 | -1.5 | -2.7
37 | CCc1nnc(NS(=O)(=O)c2ccc(N3C(=O)C4CC=C(Cl)CC4C3=O)cc2)s1 (centres undefined) | -0.1 | 1.6 | / | 0.7 | 2.9 | 4.2 | -0.3 | -0.4 | 3.0 | 0.1
38 | COc1ccc(CN2CCC(CO)(CCOc3ccccc3)CC2)c(OC)c1C | 0.6 | -0.4 | 99.1 | 9.5 | 3.5 | -3.9 | 1.5 | -0.4 | -2.7 | -5.3
39 | CCOc1cc2[nH]c(=O)n(CCC(=O)NCCc3ccc(OC)c(OC)c3)c(=O)c2cc1OCC | 0.3 | 6.0 | / | 0.4 | 0.5 | 61.6* | 2.8 | -0.5 | 0.3 | -0.5
40 | O=C(O)c1cc(C(F)(F)F)nc2c(C(F)(F)F)cccc12 | -0.1 | -1.5 | 103.5 | -6.5 | -0.3 | -0.9 | / | -0.4 | 2.8 | 3.5
41 | O=C(CCC(=O)NC1CCCCC1)N/N=C/c1ccncc1 | -8.4 | -5.8 | 98.3 | -8.5 | -1.0 | -1.4 | -1.1 | -3.6 | -0.8 | 0.9
42 | COc1ccc(/C=C2\SC(=O)N=C2N)cc1 | 0.8 | -5.6 | 97.4 | 6.0 | 0.2 | -2.9 | -2.8 | -3.3 | -2.5 | -0.1
43 | CCOc1ccc(S(=O)(=O)N2CCC(C(=O)N3CCN(Cc4ccccc4)CC3)CC2)cc1 | -7.9 | -2.6 | 119.6 | -0.3 | 0.7 | 13.5 | 10.2 | -2.1 | -3.6 | 1.1
44 | CC(OC(=O)CN(C)S(=O)(=O)c1ccc(Cl)cc1)C(=O)Nc1ncc(Cl)cc1Cl (centres undefined) | 3.0 | -1.8 | 100.4 | -13.7 | 2.5 | 7.7 | -2.6 | -0.5 | -1.6 | -0.5
45 | O=C(COC(=O)CCN1C(=O)/C(=C\C=C\c2ccccc2)SC1=S)Nc1ccc(Br)cc1 | 0.7 | -5.8 | 78.2 | 20.3 | 0.1 | 9.8 | 0.2 | -0.5 | -0.1 | -1.2
46 | O=C(CNC(=O)c1ccc2c(c1)OCO2)Nc1cccc(Br)c1 | -1.9 | -9.3 | 105.0 | 20.0 | 1.7 | 1.3 | / | -0.9 | -6.1 | 0.1
47 | Cc1ccc(NC(=S)NCC23C=CC(O2)C2C(=O)N(c4ccc(C)cc4)C(=O)C23)cc1 (centres undefined) | -6.8 | -25.6 | 121.8 | -2.8 | 2.4 | 0.8 | -0.4 | -2.2 | 0.4 | 0.3
48 | Cc1csc2c(N3CCN(C(=S)Nc4ccc(F)cc4F)CC3)ncnc12 | -7.3 | -9.2 | 111.5 | -12.6 | 1.2 | / | -1.0 | -0.7 | -0.1 | -6.1
49 | COc1ccc(C(=O)c2ccccc2)c(OCC(=O)NC2CC2)c1 | -2.3 | -7.1 | / | -15.0 | 1.2 | 1.9 | -4.4 | -1.7 | 0.8 | -1.0
50 | Cc1ccccc1C(=O)NN1CC(C(=O)OCc2ccc(Cl)c(Cl)c2)CC1=O (centres undefined) | -3.0 | -3.1 | 114.2 | -2.6 | -0.7 | / | -1.8 | -0.9 | -1.6 | 1.7

Not all compounds are listed. The share of hits here may be higher or lower than overall.
